# p53 reactivator: mutant p53 re-activation in reporter cells; H1299 p53-A138V BP100-luciferase reporter, luminescence, 24 h; Potency, µM (series often up to 92.2 µM), without a hit: at the highest dose activity change, positive = activation, usual class: activators; 320,000 tested, 0.063% active; further: potency means the concentration at half of the fitted maximal effect; % of control where 0% means no effect; nearly all actives have a fitted effect of over 45% in size
#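 p53-null H1299 cells stably carrying temperature-sensitive p53-A138V and a BP100-luciferase reporter were pinned with compounds (4-point, 1:5 series) and held 24 hrs at 37 deg C. Luminescence was read 10 min after detection reagent.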
# TRPV1 agonist: activates the human vanilloid receptor TRPV1; Q8NER1; TRPV1-expressing cells, Fluo-8 calcium influx, agonist mode; activation, % at 8.33 µM; 320,000 tested, 0.19% active; in the data active means activation above about 80%; inconclusive means between about 30% and that limit; further: 0% is about no effect
#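 TRPV1-expressing cells were cultured overnight at 35.5C and loaded with Fluo-8 calcium dye for 40 to 90 min at room temperature. After a 10 s baseline, compound was added and calcium influx was read kinetically for 3 min (ex 480/em 520 nm).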
# AT treatment: potential ataxia-telangiectasia treatments restoring KAP-1 phosphorylation | […] A-T fibroblasts, KAP-1 phosphorylation AlphaLISA; neocarzinostatin DNA damage 30 min before lysis | Potency, µM (top dose mostly 57.5 µM), for inactives: at the top dose activation, actives largely listed as activators | 320,000 tested, 0.19% active; further: potency means the concentration at half of the fitted maximal effect; % of control where 0% means no effect; nearly all actives have a fitted effect of over 45% in size
#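 ATM-like activity read as KAP-1 phosphorylation via AlphaLISA donor/acceptor antibody pairs after lysis and 6 hr at 25C. Cells were ATM-null patient fibroblasts ([…], hTERT), dosed 60 min, then exposed to the DSB inducer NCS for 30 min.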
# ELG1 DNA repair: ELG1-dependent DNA repair inhibition. 330,000 tested, 2.3% active. HEK293T ELG1-luciferase reporter, luminescence, 16 h; DNA damage induced by 5-fluorouridine. Potency, µM (highest dose often 46.1 µM), inactives show top-dose activity change, negative = inhibition, hits mostly inhibitors. AID 504467; further: potency means the concentration at half of the fitted maximal effect; on the % scale 0 is the no-effect control and ±100 the full control effect; nearly all actives have a fitted effect of over 55% in size
#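 HEK293T cells expressing luciferase-tagged ELG1 (2,000/well) received 5-Fluorouridine plus compound or DMSO for 16 hr at 37 °C. Luciferase was read by ONE-Glo luminescence after 30 min at room temperature.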
# TCR activator: activators of T cell receptors. primary human leukocytes, anti-CD3, IL-2 HTRF, 48 h. Potency, µM (highest dose often 9.22 µM), inactives show top-dose activation of IL-2 secretion, actives largely listed as activators. 330,000 tested, under 10 active; further: % of control where 0% means no effect
#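 Human primary leukocytes + a-CD3 beads + cpd, 48 hr; IL-2 in supernatant by HTRF (ex 320nm / em 665nm). No co-stimulatory signal supplied.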
# B2AR arrestin: agonists driving beta-arrestin recruitment to human beta2-adrenergic receptor. Potency, µM (doses to about 46.1 µM), without a hit: at the top dose activation, usual class: activators. 330,000 tested, 0.02% active. P07550. beta-arrestin recruitment to beta2AR, cell-based reporter;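 further: potency means the concentration at half of the fitted maximal effect; 0% = DMSO controls and full agonism = EC100 isoproterenol or metaproterenol; nearly all actives have a fitted effect of over 65% in size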
# Target sequence (P07550 whole entry, looked up): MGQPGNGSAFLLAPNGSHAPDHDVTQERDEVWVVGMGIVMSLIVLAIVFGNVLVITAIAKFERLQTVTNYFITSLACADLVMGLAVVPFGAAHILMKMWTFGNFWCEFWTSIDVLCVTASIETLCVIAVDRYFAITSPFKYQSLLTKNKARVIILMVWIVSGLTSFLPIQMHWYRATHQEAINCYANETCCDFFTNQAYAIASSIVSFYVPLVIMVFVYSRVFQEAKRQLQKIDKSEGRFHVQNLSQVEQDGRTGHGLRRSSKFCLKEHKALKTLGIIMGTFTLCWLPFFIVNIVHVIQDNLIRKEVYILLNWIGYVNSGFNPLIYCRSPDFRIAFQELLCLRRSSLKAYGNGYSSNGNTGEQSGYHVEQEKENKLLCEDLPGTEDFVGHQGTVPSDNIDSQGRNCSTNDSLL
# TSG101-PTAP inh: blocks PTAP/TSG101 interaction to inhibit HIV-1 budding | AID 493005 | 340,000 tested, under 10 active | Potency, µM (top dose mostly 115 µM), for the others: at the top dose activity change, negative = inhibition, hits mostly inhibitors | Fluorescence polarization, FITC-PTAP peptide / Tsg101 binding | Q99816; active means well fitted inhibition curve with a large enough effect in the main read-out, with a control signal flat, not every such curve was filed as active; inconclusive means small, poorly fitted or top-dose-only effect, or effect the other way, or a change in a side signal; inactive means no such curve, though single readings can be large or run the other way; further: potency means the concentration at half of the fitted maximal effect; % of control where 0% means no effect
# Target sequence (Q99816 whole entry, looked up): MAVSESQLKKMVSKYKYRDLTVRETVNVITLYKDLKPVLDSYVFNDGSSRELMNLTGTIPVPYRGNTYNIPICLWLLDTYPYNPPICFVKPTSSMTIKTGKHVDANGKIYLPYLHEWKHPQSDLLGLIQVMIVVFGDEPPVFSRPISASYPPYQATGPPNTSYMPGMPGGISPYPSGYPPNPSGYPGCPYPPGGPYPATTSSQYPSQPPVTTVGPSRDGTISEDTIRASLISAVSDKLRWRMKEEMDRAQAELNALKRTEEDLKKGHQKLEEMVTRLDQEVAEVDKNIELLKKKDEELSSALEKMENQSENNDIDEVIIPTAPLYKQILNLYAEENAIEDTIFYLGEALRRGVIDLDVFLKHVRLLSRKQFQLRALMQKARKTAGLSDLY
#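 FP read-out: FITC-PTAP peptide, 50 nM final, binding Tsg101 binding domain, 10 uM final; 20 min, r.t.; 10 mM HEPES pH 7.5, 0.15 M NaCl, 0.01% Tween 20, 3 mM EDTA, 0.1 mM TCEP.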
# BRCA1 expr up: increases BRCA1 expression | MCF7-BRCA1-FFLuc reporter, luminescence, 48 h; response scale: scaled: vehicle 0%, 10 µM genistein 100% | Potency, µM (highest dose often 46.1 µM), without a hit: at the highest dose activation, hits mostly activators | 380,000 tested, 1.1% active | AID 624202; further: potency means the concentration at half of the fitted maximal effect; nearly all actives have a fitted effect of over 80% in size; some results filed as inactive show a strong effect at the top dose
#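 Activators of BRCA1 expression were detected as increased firefly luciferase luminescence in engineered MCF7 cells after 48 h compound incubation. Signals were scaled to genistein 10 microM as full activation.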
# a7 integrin act: activators of alpha7 integrin expression for muscular dystrophy; alpha7betagal myoblasts, beta-gal FDG fluorescence, 48 h; Potency, µM (series often up to 38.3 µM), for inactives: at the highest dose activation, hits mostly activators; 350,000 tested, 0.064% active;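 further: potency means the concentration at half of the fitted maximal effect; 100% = response of the positive control SU9516; nearly all actives have a fitted effect of over 60% in size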
#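 alpha7betagal+/- myoblasts (passage 13, 250/well) treated 48 h at 37C with compounds at 1:260 dilution of DMSO stock. Lysed, then beta-galactosidase activity read as FDG fluorescence (ex 480/em 540) after 30 min, with pre-read for autofluorescence.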
# MLL CXXC-DNA inh: MLL CXXC-DNA interaction inhibition | AID 2662 | MLL-CXXC / FITC-HOXA9 DNA fluorescence polarization | Potency, µM (titrated, usually from 115 µM), for the others: top-dose activity change, negative = inhibition, actives largely listed as inhibitors | 290,000 tested, 0.037% active | Q03164; active means well fitted inhibition curve with a large enough effect in the polarisation, with a control signal flat, not every such curve was filed as active; inconclusive means small, poorly fitted or top-dose-only effect, or effect the other way, or a change in a side signal; inactive means no such curve, though single readings can be large or run the other way; the % refers to the polarisation; further: potency means the concentration at half of the fitted maximal effect
#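 Steps: dispense CXXC domain solution (7 uM) → pin compounds or unlabeled HOX-A9 DNA control → 5 min ambient → add FLSN-HOX-A9 solution (50 nM) → spin → 30 min ambient → fluorescence polarization. Tris pH 7.5/NaCl/DTT/BSA buffer.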
# The depositor's hits bear a star; ? = inconclusive; / = not tested or not shown; & = joins results of further samples; [ ] = dose if it differs, or a comment. Unless noted, the call rests on the fitted dose curve; in most records, active means well fitted curve in the direction sought with a large enough effect; inconclusive means small, poorly fitted or top-dose-only effect, or another doubt; inactive means no such curve, though single readings can be large; an effect the other way counts as inactive or inconclusive. Outcome played no part in choosing rows; about 3.8% have a hit in one of these screens.
nr	SMILES	BRCA1 expr up	B2AR arrestin	ELG1 DNA repair	MLL CXXC-DNA inh	AT treatment	p53 reactivator	a7 integrin act	TRPV1 agonist	TCR activator	TSG101-PTAP inh
1	O=C(CN1CCN(C(=O)c2ccco2)CC1)N1CCc2[nH]c3ccccc3c2C1	-15.7%	0.4%	0.4%	-0.1%	-2.0%	-3.2%	-21.0%	0.8	-0.9%	82.9%[activator]
2	CCN(CC)S(=O)(=O)c1ccc2nnn(O)c2c1	5.1%	-0.2%	15.8%	11.9%	-0.4%	1.7%	3.2%	1.0	0.7%	-2.1%
3	CCOc1ccccc1Nc1ncccc1C(=O)O	-5.0%	0.2%	8.7%	3.3%	/	-0.1%	-1.7%	4.3	/	-3.6%
4	Cn1c(=O)c2c(O)cc(=O)[nH]c2n(-c2ccccc2)c1=O	13.6%	-0.3%	-12.8%	-3.3%	-15.9%	-5.8%	2.1%	-0.4	-11.7%	-5.8%
5	CCCc1nc(SCc2ccc(Cl)cc2Cl)n[nH]1	0.8%[1.84 µM]	0.3%	?	-1.5%	-0.1%	3.4%	-7.1%	14.8	2.3%	-3.4%
6	O=c1[nH]c2cc3c(cc2cc1CN(CCc1ccccc1)Cc1nnnn1C1CCCC1)OCCO3	/	11.2%	-9.3%	5.1%	6.5%	17.2%	/	2.3	/	/
7	CN([C@@H](C(=O)OC(C)(C)C)c1ccccc1)S(=O)(=O)c1cccc(S(=O)(=O)N(C)[C@@H](C(=O)OC(C)(C)C)c2ccccc2)c1	0.7%	-0.6%	-13.6%	-3.8%	-3.9%	/	-13.7%	-0.6	-3.3%	-6.2%
8	COc1cccc(Cn2nnc(C(=O)NCc3ccccc3Cl)c2N)c1	-1.5%	0.3%	-1.0%	-15.6%	9.1%	0.9%	-10.7%	28.3	-1.5%	-2.4%
9	COc1ccc(Cl)cc1NC(=O)COc1ccc2c(c1)OCO2	2.5%	-0.4%	1.7%	/	-3.5%	-4.8%	-5.9%	1.2	-6.9%	1.5%
10	Cc1n[nH]c(=O)c2c(NC(=O)CSc3nnnn3-c3ccc(O)cc3)oc(C)c12	7.4%	0.2%	1.2%	/	5.2%	8.3%	15.7%	-1.1	-54.8%	-1.9%
11	CC(=O)NC1=NN(C(C)=O)C(C)(c2cccc([N+](=O)[O-])c2)S1 (centres undefined)	-10.6%	0.4%	3.5%	-2.6%	-4.2%	8.0%	-1.4%	-0.1	-4.8%	0.4%
12	O=C(NCc1ccccn1)C1CCC(CNS(=O)(=O)c2cccc3nsnc23)CC1 (centres undefined)	0.0%	-0.1%	-11.0%	-5.0%	21.3%	22.0%	-19.3%	0.0	-126.9%	-5.8%
13	CCSc1nnc(NC(=O)c2nc(S(=O)(=O)Cc3ccc(F)cc3)ncc2Cl)s1	-88.9%[inhibitor]	-0.1%	-23.9%	?	-9.1%	-3.6%	-69.9%[inhibitor]	0.4	4.9%	-2.7%
14	CC(C)(C)c1nnc(N/N=C/c2cc(Br)ccc2O)n(N)c1=O	-86.8%	-0.5%	?	?	-3.6%	?	-25.5%	4.0	-0.6%[46.1 µM]	-7.6%
15	CCCc1cc(=O)oc2cc(OCC(=O)N3CCC(C(N)=O)CC3)ccc12	12.1%	0.1%	-9.7%	15.1%	3.0%	/	-16.2%	-0.5	6.0%	2.7%
16	O=C(CCN1CCN(c2ccccc2)CC1)Nc1ccc(Cl)cc1	-26.8%	-0.5%	-29.8%	0.3%	2.4%	8.6%	4.1%	1.2	0.1%[46.1 µM]	-2.7%
17	COc1ccc(OCCSc2n[nH]c(N)n2)cc1	52.7%	-0.1%	?	7.5%	-1.3%	9.1%	9.8%	7.1	2.0%	-4.3%
18	CCSC1=NCN(CCCC(=O)O)CN1	3.0%	-0.6%	?	3.9%	/	11.9%	15.3%	-0.6	-0.1%	-3.4%
19	O=C(NNC(=S)NCc1ccccc1)c1cccnc1	-1.6%	0.4%	-15.7%	10.0%	-12.1%	-1.4%	8.4%	-1.6	3.6%	-5.0%
20	CCN1CCN(c2nnc(-c3ccc(C)cc3)c3ccccc23)CC1	-1.1%	-0.8%	-12.9%	0.8%	0.0%	-7.6%	16.8%	-3.0	-3.2%	-5.8%
21	COc1cc(O)c(C(CC(=O)N2CCOCC2)c2cc(OC)c(OC)c(OC)c2)c(OC)c1 (centres undefined)	2.3%	-0.4%	?	-0.2%	0.0%	0.9%	8.5%	0.5	-5.4%	/
22	Cc1cc(C)n(C(=O)Cn2nc(C(F)F)cc2C)n1	1.3%	-0.5%	-2.6%	0.8%	3.8%	1.1%	8.4%[7.66 µM]	-1.7	-2.0%[46.1 µM]	-6.1%
23	COc1cccc(NC(=O)c2ncc(Cl)c(Cl)c2Cl)c1	-21.0%	-0.4%	?	9.2%	-2.4%	?	0.0%	?	1.9%	-1.1%
24	Cc1[nH]c2ccccc2c1SCCNC(=O)c1ccc(S(=O)(=O)N2CCCC2)cc1	-30.2%	-0.1%	?	10.3%	24.3%	3.0%	-16.7%	-1.2	-4.0%	-0.1%
25	CCN(CC)C(=O)Cn1cc(S(=O)(=O)CC(=O)N2CCOCC2)c2ccccc21	-7.3%	/	/	/	/	/	0.1%	/	7.6%	-2.2%
26	Cc1ccc(NNC(=O)c2snnc2C)cc1Cl	0.0%	-0.9%	?	1.9%	-8.0%	-1.7%	-22.4%	10.3	-2.2%	-0.2%
27	NC(=O)CSc1cn(Cc2ccccc2)c2ccccc12	-2.1%	-0.2%	-3.0%	-3.2%	3.7%	-2.2%	2.8%	5.7	0.6%	-2.7%
28	Cc1cc(=O)n2[nH]c(-c3ccc(C(C)(C)C)cc3)cc2n1	7.0%	0.6%&0.2%	?	-6.9%&-2.6%	-2.5%&-2.3%	7.4%&15.7%	4.8%	6.0&10.4	-0.5%	-9.5%
29	Cc1onc(-c2ccccc2Cl)c1C(=O)Nc1nnc(-c2ccc(Br)cc2)s1	-0.7%	-0.5%	-18.7%	23.3%	5.1%	1.1%	12.1%	0.3	0.8%	-3.1%
30	Brc1ccc(-c2n(-c3ccccn3)c3ccccc3[n+]2-c2ccccn2)cc1	-33.3%	0.5%	?	0.1%	10.1%	-4.9%	-18.8%	-1.3	-2.1%	-8.6%

# Laid out differently: four of the compounds above
# Sequence of screens: BRCA1 expr up	B2AR arrestin	ELG1 DNA repair	MLL CXXC-DNA inh	AT treatment	p53 reactivator	a7 integrin act	TRPV1 agonist	TCR activator	TSG101-PTAP inh
17) COc1ccc(OCCSc2n[nH]c(N)n2)cc1
    52.7%	-0.1%	?	7.5%	-1.3%	9.1%	9.8%	7.1	2.0%	-4.3%
4) Cn1c(=O)c2c(O)cc(=O)[nH]c2n(-c2ccccc2)c1=O
    13.6%	-0.3%	-12.8%	-3.3%	-15.9%	-5.8%	2.1%	-0.4	-11.7%	-5.8%
2) CCN(CC)S(=O)(=O)c1ccc2nnn(O)c2c1
    5.1%	-0.2%	15.8%	11.9%	-0.4%	1.7%	3.2%	1.0	0.7%	-2.1%
10) Cc1n[nH]c(=O)c2c(NC(=O)CSc3nnnn3-c3ccc(O)cc3)oc(C)c12
    7.4%	0.2%	1.2%	/	5.2%	8.3%	15.7%	-1.1	-54.8%	-1.9%

# Going on with the list:
nr	SMILES	BRCA1 expr up	B2AR arrestin	ELG1 DNA repair	MLL CXXC-DNA inh	AT treatment	p53 reactivator	a7 integrin act	TRPV1 agonist	TCR activator	TSG101-PTAP inh
31	O=C(OCc1cccc([N+](=O)[O-])c1)c1cc2ccccc2oc1=O	2.6%	-0.4%	?	-7.5%	-9.0%	/	28.7%	11.6	/	-2.1%
32	Cc1cc(NC(=O)/C=C/c2cccc(F)c2)n(-c2nc3ccccc3[nH]2)n1	-30.5%	-0.2%	?	46.7%[activator]	26.2%	29.6%	0.5%	?	3.0%[46.1 µM]	-0.9%
33	COc1cccc(N2CCN(C(=O)c3cc(C)oc3C)CC2)c1	-63.5%	0.5%	-11.4%	/	1.7%	16.4%	-4.4%	6.2	-1.2%	-5.1%
34	O=C(CN(Cc1ccco1)C(=O)c1ccc([N+](=O)[O-])cc1)Nc1ccccc1C(F)(F)F	-9.2%	0.1%	-4.9%	/	4.0%	4.6%	3.0%	-0.8	-19.4%	-0.7%
35	CC1CCC(C(C)C)C(=O)/C1=C/c1ccc(N)cc1 (centres undefined)	?	0.5%	?	8.3%	6.9%	?	-8.1%	-1.9	0.3%	-2.4%
36	c1ccc2c(c1)ccc1nnc(-c3ccc4c(c3)OCO4)n12	-31.3%	0.0%	7.6%	-1.5%	1.6%	-8.4%	-19.2%	-3.0	-4.5%	-13.4%
37	CCCN1CCC(NC(=O)Nc2ccccc2C(=O)OC)CC1	1.7%	0.0%	-9.1%	8.4%	0.8%	0.4%	-7.5%	3.1	-1.0%	-6.9%
